CF NFkB block – inhibitors of PAF-induced NF-kB signaling, primary screen, cell-based, GFP fluorescence, uHTS. KKLEB NF-kB-GFP reporter, GFP fluorescence overnight. inhibition, % at 5 µM. 360,000 compounds, 0.86% hits;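 active means at least 50% inhibition at 5 µM, scaled per plate between neutral and stimulator controls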;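 further: PAF is a Pseudomonas aeruginosa culture filtrate used as stimulus; plate controls were PAF-stimulated DMSO wells for no effect and unstimulated DMSO wells for full effect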
NR2E3 ag-1 – NR2E3 agonists in two-hybrid cells, primary screen, cell-based, luminescence, CHO-S, Gal4-NCOR/VP16-NR2E3; inhibition of corepressor binding, % at 3.98 µM; luciferase; 360,000 compounds, 0.35% hits; Photoreceptor-specific nuclear receptor (Homo sapiens), Q9Y5X4; AID 602229, 2012;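 active means inhibition above the mean of all tested compounds plus 3 SD, cut at about 70% in these data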;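 further: 0% = DMSO with NR2E3 transfected cells and 100% = cells lacking NR2E3 construct; higher means lower luciferase signal from less NR2E3 corepressor binding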
Target sequence (Q9Y5X4 whole entry, looked up, the tested form may be a part): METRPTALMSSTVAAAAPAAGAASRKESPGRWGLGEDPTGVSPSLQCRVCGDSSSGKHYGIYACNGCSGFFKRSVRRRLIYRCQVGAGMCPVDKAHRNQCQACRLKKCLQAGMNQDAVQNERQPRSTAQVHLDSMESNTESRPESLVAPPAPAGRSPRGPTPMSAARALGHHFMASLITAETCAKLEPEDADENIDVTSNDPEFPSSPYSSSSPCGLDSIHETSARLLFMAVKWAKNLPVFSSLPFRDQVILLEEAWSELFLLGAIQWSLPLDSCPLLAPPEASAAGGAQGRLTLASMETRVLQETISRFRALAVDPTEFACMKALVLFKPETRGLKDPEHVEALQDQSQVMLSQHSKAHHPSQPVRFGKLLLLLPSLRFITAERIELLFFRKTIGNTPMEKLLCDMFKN
Peg3 prom inh – Peg3 promoter-driven luciferase inhibitors, primary screen, cell-based, HeLa, luciferase luminescence. inhibition, % at 20 µM. 360,000 compounds, 1.7% hits. HeLa PEG-Prom luciferase reporter, overnight. AID 588405, 2011;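 active means inhibition of at least 50% at 20 µM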
Shn3 3UTR inh – reduction of Shn3 3'UTR firefly luciferase signal, primary screen, Schnurri-3 inhibitor project, cell-based, Clone20 osteoblasts, set 2. Clone20 osteoblast Shn3 3'UTR firefly luciferase, 24 h. inhibition, % at 12.5 µM. 360,000 compounds, 0.52% hits. AID 588674, 2011;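 active means mean inhibition of at least 75% with every replicate also reaching 75%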;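 further: 0% = median of neutral control wells and 100% = pilot-screen positive control compound; some compounds past the cut are filed as inactive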
Vif inh – HIV Vif self-association inhibitors, primary screen, imaging, HEK293T, single point; HEK293T cells, Vif self-association by quenched fluorescence, 24 h; AID 602346, 2012; 340,000 compounds, 0.35% hits; inhibition, % at 7.49 µM; in the data active means inhibition above about 50%, passing the limit was not always enough; further: some results filed as inactive read as strong as hits
NR2E3 ag-2 – inhibitors of NR2E3-RetCOR corepressor binding, primary screen, NR2E3 agonist project, biochemical, TR-FRET, GST-NR2E3, biotin-RetCOR. Photoreceptor-specific nuclear receptor (Homo sapiens), Q9Y5X4. 1536-well. inhibition of corepressor binding, % at 4.78 µM. 320,000 compounds, 0.12% hits. AID 2300, 2010;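 active means percent inhibition above the cutoff of mean plus 3 SD of all tested compounds, set per screening campaign, cut at about 20% in these data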;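 further: 0% = DMSO wells and 100% = biotin wells as full block of FRET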
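Material: NR2E3–RetCOR corepressor complex / Amount: 1.35 nM GST-NR2E3 / Medium: Tris pH 7.5 / Compound: single nominal compound dose of 4.8 µM / Incubation: 5 h at 4 °C / Technique: TR-FRET, Eu(K)-anti-GST donor, streptavidin-D2 acceptor, ex 340, em 617/671 nm / Read-out basis: percent loss of FRET ratio relative to control wells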
HIF-2a block – HIF-2a reporter inhibitors, primary screen, luminescence, 786-0 RCC cells; 360,000 compounds, 0.72% hits; inhibition, % at 18.8 µM; 786-0 RCC cells HIF-2a reporter, luciferase luminescence, overnight;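 active means inhibition of the luminescence signal of 40% or more relative to plate controls, in a single-dose primary screen at 18.75 µM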
CaV13 FRET inh – Disruptors of the CACNA1D IQ motif to Ca2+-dependent inactivation inhibitor domain association, primary screening, Förster resonance energy transfer in intact living … | 340,000 compounds, 0.098% hits | inhibition, % at 12.3 µM | AID 743397 | HEK cells, CFP/YFP FRET ICDI-IQ, plate reader, 10 min; percent FRET-ratio fall versus neutral wells;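 active means mean replicate inhibition of at least 30% and at least 1% of replicates passing that level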;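 further: 0% = median of the neutral control wells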
KKLEB cytotox – cytotoxicity in KKLEB CF airway cells, primary screen, cytotoxicity control for CF NF-kB inhibitor project, cell-based, uHTS, fluorescence assay plates; KKLEB CF airway cells viability, ATPlite luminescence, overnight; hits give low values; cells stimulated with P. aeruginosa culture filtrate; activity change (cytotoxicity), % at 5 µM; 360,000 compounds, 0.36% hits;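 active means corrected activity change at or below -50% at 5 µM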
TRPM1 prom inh – inhibitors of MITF-dependent TRPM1 promoter reporter, primary screen, cell-based, SK-MEL-5, single point, luciferase. SK-MEL-5 TRPM1 promoter luciferase, 24 h. inhibition, % at 12.5 µM. 330,000 compounds, 0.83% hits. AID 488899, 2010;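 active means mean inhibition across replicates of 60% or more, whatever share of single replicates reaches that level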; further: values of inactives mirror those of a sister screen read the other way
PDI turbidity – inhibitors of human PDI, primary screen, biochemical, turbidity, single point, plate reader; PDI insulin aggregation turbidity, A650, 90 min; inhibition, % at 10 µM; Protein disulfide-isomerase (Homo sapiens), P07237; 350,000 compounds, 0.052% hits;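 active means mean inhibition across replicates of 30% or more, whatever share of single replicates reach that level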;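 further: absorbance from insulin aggregation driven by PDI reduction with DTT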
Target sequence (P07237 whole entry, looked up): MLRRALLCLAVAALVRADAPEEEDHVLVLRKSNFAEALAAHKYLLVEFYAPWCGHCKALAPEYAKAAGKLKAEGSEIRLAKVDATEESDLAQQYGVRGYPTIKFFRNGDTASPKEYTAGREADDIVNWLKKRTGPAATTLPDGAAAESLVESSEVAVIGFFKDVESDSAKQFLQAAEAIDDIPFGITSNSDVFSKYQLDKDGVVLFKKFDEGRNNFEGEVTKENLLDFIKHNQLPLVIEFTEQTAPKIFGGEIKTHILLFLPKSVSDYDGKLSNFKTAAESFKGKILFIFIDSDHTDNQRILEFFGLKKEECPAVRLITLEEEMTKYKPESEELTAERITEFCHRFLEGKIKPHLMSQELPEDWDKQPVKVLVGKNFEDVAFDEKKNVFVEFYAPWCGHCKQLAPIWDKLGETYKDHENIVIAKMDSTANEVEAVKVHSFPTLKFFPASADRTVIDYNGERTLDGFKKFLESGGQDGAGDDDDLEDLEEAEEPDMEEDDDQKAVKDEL
* marks the source's active call; other numbers are inactive results; · = no result given.

SMILES	CF NFkB block	NR2E3 ag-1	Peg3 prom inh	Shn3 3UTR inh	Vif inh	NR2E3 ag-2	HIF-2a block	CaV13 FRET inh	KKLEB cytotox	TRPM1 prom inh	PDI turbidity
Cc1ccc(OCc2cc(C(=O)NC(C)Cc3cnccn3)no2)cc1C (stereo not drawn)	8	-1	7	3	-1	0	-8	·	-18	1	2
CC(C)(C)c1ccc(-n2ncc3c2CCCC3NC(=O)CCCn2cncn2)cc1 (stereo not drawn)	-9	29	-1	49	-11	·	-4	-2	2	11	3
CCN(CC)S(=O)(=O)c1cccc(NC(=O)c2ccc(SC)cc2OC)c1	-13	-5	-17	6	-17	1	-25	-20	1	-13	11
COc1ccc(N(C(=O)c2ccccc2OC(C)=O)C(C)C2CC2)cc1 (stereo not drawn)	20	5	20	-6	2	-1	16	·	1	14	-1
COc1ccc(-n2ccc(=O)c3c2CCCC3=O)cc1	-3	4	4	8	11	4	12	·	14	9	20
CCOc1ccc(C(=O)N[C@H](C(=O)Nc2ccc(OC)c(S(=O)(=O)N3CCOCC3)c2)C(C)C)cc1	18	-16	26	12	-2	0	11	-5	-5	3	0
COC(=O)CSc1nc2ccc(NC(C)=O)cc2s1	-2	3	8	5	2	2	-2	-5	-4	7	-4
COc1ccccc1OCCNC(=O)C(=O)c1c[nH]c2ccccc12	-5	1	-50	-4	1	0	-48	-4	11	-9	12
CCCc1nc(SCc2ccc(OCC)cc2)n[nH]1	-8	-28	-3	5	-3	1	-6	-2	22	-4	0
COC(=O)c1ccc(NC(=O)CCS(=O)(=O)c2ccc(Br)s2)cc1	-10	-48	-15	0	-5	1	-32	·	7	3	-2
COc1ccc(/C=C/C(=O)O)cc1S(=O)(=O)N1CCCc2ccccc21	-34	1	-4	-8	9	2	7	-4	2	-5	11
CC(=O)N1CCN(C(=O)c2cc(C)nc3ccccc23)CC1	15	12	15	8	7	-2	15	-5	-7	19	-1
CCC(=O)Nc1ccc(N2CCN(C(=O)c3ccccc3C)CC2)cc1	4	0	10	1	10	0	9	-4	2	1	2
COc1cc(N2CCCC2)ccc1C=O	12	4	4	-8	12	-2	11	9	7	0	-7
COc1ccc(OCC(=O)NNC(=O)Cc2coc3cc(OC)ccc23)cc1	22	3	16	-4	-2	-1	6	-3	-4	7	-29
COC(=O)c1ccc(CSc2nnc(SCc3ccc(C(=O)OC)o3)s2)o1	5	6	-7	4	-5	5	-17	-8	6	7	0
CC(=O)Nc1nonc1NC(=O)CSc1ncn[nH]1	-5	-23	-6	3	13	-2	14	-5	7	-2	6
CC(NC(=O)Cn1cc([N+](=O)[O-])cn1)c1ccc(C(C)(C)C)cc1 (stereo not drawn)	0	-21	13	-24	-4	0	24	-5	7	9	4
Cc1ccc(S(=O)(=O)N2CCC(C(=O)NCCc3ccccc3)CC2)cc1	-1	-19	9	9	·	3	-23	-9	18	-1	-3
COc1cccc(NS(=O)(=O)c2cc3c(cc2C)N(C)CCO3)c1	0	-15	-27	70	-10	5	7	-5	-10	·	·
COc1ccc(-c2ccc(CN3C(C)C(=O)N(Cc4cn(CCC5OCCO5)nn4)CCS3(=O)=O)cc2)cc1 (stereo not drawn)	30	-47	-10	15	3	·	12	-5	-10	·	3
CCOC(=O)C1=C(C(=O)OCC)c2ccc(OC)c(OC)c2C1	6	-22	-1	20	9	·	5	-7	-8	0	-1
COc1ccc(-c2cc(C(=O)NC(Cc3cc4ccccc4[nH]3)C(=O)O)c(C)o2)cc1OC (stereo not drawn)	6	-48	-53	6	0	3	-40	3	12	-3	1
CNC(=O)NC(=O)CSc1ccc(S(=O)(=O)N2CCOCC2)cn1	8	-16	4	-2	-1	5	4	-6	-1	4	13
Cc1cccc(C(C)C)c1NC(=O)COC(=O)Cc1ccsc1	-15	-3	0	-5	3	4	13	-18	11	11	18
CC(Oc1ccccc1Cl)C(=O)Nc1ccc(S(=O)(=O)Nc2nccs2)cc1 (stereo not drawn)	9	-20	-5	-10	38	1	2	-6	17	-5	1
CCOC(=O)c1c(NC(=O)C(C)OC(=O)C2=COCCO2)sc2c1CCCC2 (stereo not drawn)	-3	4	18	3	-13	4	-14	·	6	12	5
Cc1noc(C)c1NC(=O)N(C)C[C@@H]1Oc2cc(Br)ccc2S(=O)(=O)N([C@@H](C)CO)C[C@H]1C	9	-15	5	-2	12	·	5	-6	-11	·	4
Cc1sc2nc(CSc3nnnn3-c3ccc(Cl)cc3)[nH]c(=O)c2c1C	-8	-14	-13	16	7	-4	13	-5	11	-1	2
O=C(COc1ccccc1C(=O)c1cnn(-c2ccccc2)c1)Nc1ccc2ccccc2c1	4	-64	-283	-67	8	0	-180	-2	-21	-108	5
Cc1ccc(C2NC(=S)NC3=C2C(=O)CCC3)cc1 (stereo not drawn)	3	-9	13	2	11	3	13	-1	6	-1	1
COc1ccc(NC(=O)COc2cccc3c2OC(C)(C)C3)cc1OC	10	5	22	33	-19	-1	7	-4	10	5	-1
CC(C)CCNC(=O)C(c1ccco1)N(CCCO)C(=O)Cn1nnc(-c2ccc(F)cc2)n1 (stereo not drawn)	-2	2	9	-14	-8	-2	12	-2	-1	4	-3
CCc1ccccc1N1CC(C(=O)Nc2nccs2)CC1=O (stereo not drawn)	5	27	9	-3	1	4	4	-3	3	11	0
CCCC(=O)Nc1ccc(NC(=O)c2ccccc2Cl)nc1	-1	-31	-88	-19	5	-1	-139	-4	8	-11	1
COc1ccc(C2/C(=C(\O)c3ccc4c(c3)OCCO4)C(=O)C(=O)N2CCCN(C)C)c(OC)c1 (stereo not drawn)	-13	-13	-12	-7	·	-3	-9	-4	2	1	0
O=C(CCCCO)CCCCCCCC[C@H]1N[C@H](CO)[C@H](O)[C@@H]1O[C@@H]1O[C@H](CO)[C@@H](O)[C@H](O)[C@H]1O	14	0	6	-19	0	0	8	-6	0	-5	-13
Cc1ccc(NC(=O)CN(C)C(=O)COC(=O)c2nc3nccc(C)n3n2)cc1	13	6	9	-14	8	1	13	-5	-9	·	2
COCCNC(=O)c1cc2c(-c3ccccc3F)nn(C)c2s1	-18	-8	12	-18	16	6	6	-5	8	16	3
Cc1ccccc1CCNC(=O)Cn1ccc2cc(S(=O)(=O)N3CCCC3)ccc21	-1	-6	18	2	-4	2	9	-1	-8	3	1
COc1ccccc1C(=O)n1nc(-c2ccc(Cl)cc2)nc1N	2	-12	-19	-14	-11	-3	-51	-1	-10	-13	9
CCOC(=O)C(=O)NNc1ccc(Cl)cc1	14	60	8	-2	11	2	13	5	-1	-11	-3
Cc1cc(OC(C)C(=O)Nc2ccccc2C(=O)N2CCCC2)ccc1Cl (stereo not drawn)	-17	-15	14	12	-4	-3	16	·	-3	13	-5
COc1cccc(NC(=O)[C@H](CC(C)C)NC(=O)N2CCn3c2nc2ccccc23)c1	-13	-11	18	4	-5	1	6	-15	14	5	4
Cc1c(N2C(=O)/C(=C\C3CC=CCC3)SC2=S)c(=O)n(-c2ccccc2)n1C (stereo not drawn)	9	-6	38	-78	-2	-1	-6	-3	-6	-7	4
COc1ccc(CC(=O)OC(C)CN2CCOCC2)cc1 (stereo not drawn)	-6	12	21	-3	1	2	12	-11	2	0	2
COc1ccc(C2/C(=C(/O)c3ccccc3)C(=O)C(=O)N2c2ccccn2)c(OC)c1 (stereo not drawn)	-2	2	1	-36	-8	3	5	-5	1	11	0
COc1ccccc1N1CC(C(=O)Nc2nnc(SC)s2)CC1=O (stereo not drawn)	3	1	17	1	10	-3	3	-5	1	7	-1
O=C(NCc1ccccn1)C1CCN(S(=O)(=O)c2cccs2)CC1	6	-24	15	24	·	1	7	-6	5	10	1
O=C(CN1C(=O)/C(=C\c2ccccc2Cl)Sc2ccccc21)NCCCN1CCOCC1	3	-2	12	6	3	1	-3	-15	5	-5	-10
Cc1ccc(C2CC(=O)N3CN(Cc4ccco4)CSC3=C2C#N)cc1 (stereo not drawn)	3	-6	20	-3	-7	1	14	-4	7	4	8
Cc1nc2ccccc2c2oc(C(=O)NCc3ccc4c(c3)OCO4)cc12	-10	70	26	45	-2	-2	-3	-3	-2	4	·
Cc1cc(Cl)ccc1OCCCC(N)=O	10	-28	-2	13	4	6	6	-5	-1	2	7
Cc1ccc(NC(=O)CCC(=O)NNC(=O)c2ccccc2Cl)c(C)c1	-4	-9	11	-9	8	2	8	-2	2	-1	7
CCN(c1cccc(C)c1)S(=O)(=O)c1cc2c3c(c1)CCC(=O)N3CCC2	4	11	6	10	-6	-2	-9	-2	1	1	2
CC(NC(=O)COC(=O)c1ccccc1Nc1ccccc1)c1ccccc1 (stereo not drawn)	-20	-2	10	9	-6	2	7	-8	7	4	9
O=C(Nc1cccc(-c2nc3ccccc3[nH]2)c1)c1ccccn1	-33	-24	-21	4	-14	1	-81	-4	4	-7	1
CCC(C)NCCCCOc1ccc(C)cc1[N+](=O)[O-] (stereo not drawn)	2	-10	-11	1	2	-2	6	-8	-5	-8	-5
Cc1ccc(S(=O)(=O)NCc2cn3ccsc3n2)c(C)c1	-4	-7	7	8	4	0	7	-5	-2	9	-2
N#CC1(c2ccccc2)CCCN1C(=O)c1ccccc1Cl (stereo not drawn)	11	-21	4	-8	1	0	11	-2	-5	9	7
Cc1cccc(OCCCC(=O)N2CCCCCC2)c1C	5	-24	-14	-50	3	·	-17	-2	-1	-13	-4
CC[C@H](C)[C@H](NC(=O)c1ccc(Cl)cc1)C(=O)OCC(=O)c1c(N)n(C)c(=O)n(C)c1=O	15	4	-3	77	10	·	3	-7	1	6	-8

Screening data deposited in PubChem BioAssay by several laboratories.
